Screens: PubChem, National Center for Advancing Translational Sciences (NCATS)
N370S GC: qHTS Assay for Inhibitors and Activators of N370S glucocerebrosidase as a Potential Chaperone Treatment of Gaucher Disease | AID 2101, 2009 | N370S GC spleen homogenate, 4MU-glucoside fluorescence | Lysosomal acid glucosylceramidase (Homo sapiens), P04062 | 330,000 tested, 0.092% active | Potency, µM (top dose mostly 59.4 µM), for inactives: at the highest dose activity change, negative = inhibition, actives largely listed as inhibitors;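 further: 0% = full enzyme activity and -100% = no enzyme basal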
GCN5L2 inh: qHTS Assay for Inhibitors of GCN5L2; GCN5L2 HAT assay, ThioGlo1 CoA-SH fluorescence; 390,000 tested, 0.21% active; Potency, µM (doses to about 58.9 µM), without a hit: at the highest dose activity change, negative = inhibition, usual class: inhibitors; Histone acetyltransferase KAT2A (Homo sapiens), Q92830; AID 504327, 2011
Target sequence (Q92830 whole entry, looked up): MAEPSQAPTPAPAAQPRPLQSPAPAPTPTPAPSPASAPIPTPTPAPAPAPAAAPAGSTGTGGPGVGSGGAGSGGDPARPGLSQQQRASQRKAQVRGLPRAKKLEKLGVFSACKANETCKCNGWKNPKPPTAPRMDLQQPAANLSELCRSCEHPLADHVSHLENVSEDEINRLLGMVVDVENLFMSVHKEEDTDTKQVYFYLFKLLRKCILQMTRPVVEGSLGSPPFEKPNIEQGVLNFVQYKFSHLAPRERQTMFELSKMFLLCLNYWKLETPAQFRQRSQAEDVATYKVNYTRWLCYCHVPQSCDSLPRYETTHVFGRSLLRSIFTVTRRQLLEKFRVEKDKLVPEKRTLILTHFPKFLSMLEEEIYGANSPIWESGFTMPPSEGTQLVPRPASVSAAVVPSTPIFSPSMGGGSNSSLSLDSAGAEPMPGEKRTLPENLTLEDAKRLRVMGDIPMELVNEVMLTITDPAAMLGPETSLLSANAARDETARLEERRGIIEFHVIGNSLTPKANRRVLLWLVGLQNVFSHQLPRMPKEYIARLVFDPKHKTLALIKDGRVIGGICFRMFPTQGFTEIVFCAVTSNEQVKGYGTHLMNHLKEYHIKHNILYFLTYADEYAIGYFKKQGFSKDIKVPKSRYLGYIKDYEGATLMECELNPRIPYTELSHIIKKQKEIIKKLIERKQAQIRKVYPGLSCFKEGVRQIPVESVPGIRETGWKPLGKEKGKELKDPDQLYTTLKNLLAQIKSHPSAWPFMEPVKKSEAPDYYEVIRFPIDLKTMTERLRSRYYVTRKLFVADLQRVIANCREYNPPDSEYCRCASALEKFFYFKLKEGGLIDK
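Preincubate 20nM GCN5L2 with compound 15 min, RT → add 50uM ThioGlo1 + 75uM H3(1-25) + 70uM acetyl-CoA → read fluorescence 0 and 20 min. Primary qHTS; fluorescent artifacts likely.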
FEN1 inhibitor: qHTS Assay for the Inhibitors of Human Flap endonuclease 1 (FEN1) | P39748 | Recombinant FEN1 flap cleavage, fluorescence, 15 min | Potency, µM (titrated, usually from 114 µM), for inactives: at the top dose activity change, negative = inhibition, most hits filed as inhibitors | 390,000 tested, 0.35% active | AID 588795, 2011; further: nearly all actives have a fitted effect of over 65% in size
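Read-out was taken twice, immediately and after 15 min, following addition of 50 nM substrate to 10 nM FEN1 that had sat with test compound for 15 min at room temperature. Curves came from a four-parameter Hill model.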
Active calls of the source: *; ? = inconclusive; · = not tested or not shown; & = joins results of further samples; [ ] = remark or other dose. The call rests on the fitted dose curve; in most records, active means well fitted curve in the direction sought with a large enough effect; inconclusive means small, poorly fitted or top-dose-only effect, or another doubt; inactive means no such curve, though single readings can be large; an effect the other way counts as inactive or inconclusive. Unless noted, on the % scale 0 is the no-effect control and ±100 the full control effect; potency means the concentration at half of the fitted maximal effect.

The first 2 entries as a preview:
N370S GC | GCN5L2 inh | FEN1 inhibitor | Structure
1% | 2% | -10% | Cc1cc(Nc2ccc(F)cc2)nc(N)n1
4% | -4% | -16% | CCc1nnc(NC(=O)c2ccc(S(=O)(=O)N(CC(C)C)CC(C)C)cc2)o1

All compounds of this part, from the first entry:
N370S GC | GCN5L2 inh | FEN1 inhibitor | Structure
1% | 2% | -10% | Cc1cc(Nc2ccc(F)cc2)nc(N)n1
4% | -4% | -16% | CCc1nnc(NC(=O)c2ccc(S(=O)(=O)N(CC(C)C)CC(C)C)cc2)o1
? | 0% | 1% | CCC(C)(C)NC(=O)C(c1ccc(C)cc1)N(CCN1CCOCC1)C(=O)CNC(=O)c1cccs1 (stereo not drawn)
· | -11% | -2% | COc1cc(OC)c(N(C)C(=O)Cn2ncc3c([nH]c4ccccc43)c2=O)cc1Cl
2% | 15% | -1% | CCN(CC)CCn1c(=N)n(CC(O)COc2ccccc2)c2ccccc21 (stereo not drawn)
-1% | 1% | · | O=S(=O)(c1ccccc1)N1CCC[C@@]2(CCN(c3ncccn3)C2)C1
7% | 2% | 2% | CCOC(=O)c1[nH]c(C)c(C(=O)NCc2ccco2)c1C
· | -3% | -7% | CCN(c1ccccc1)c1nnc(NC(=O)Nc2ccc(Br)cc2F)s1
? | 2% | 2% | Cc1ccc(NC(=O)Cc2noc3ccccc23)c(C)c1
28% | -3% | -15% | O=C(c1ccccc1)c1ccc(OCCO)cc1
-6% | -6% | 5% | COc1ccc(/C=C(\NC(=O)c2ccccc2)C(=O)NCc2ccco2)cc1OC
-17% | -6% | -2% | CCOC(=O)/C(N=Nc1c(C)n(C)n(-c2ccccc2)c1=O)=C(/O)c1ccccc1
13% | -17% | 1% | CCOC(=O)c1cnc(Nc2nc3ccccc3o2)nc1CSC(=S)N(CC)CC
2% | -20% | -1% | COc1ccccc1N1CCN(S(=O)(=O)c2cn(C)c(=O)n(C)c2=O)CC1
-12% | ? | 20% | Cc1cc2oc(=O)cc(CN3CCCCC3)c2cc1C
-3% | -7% | 19% | Cc1ccc(CCC(=O)NCc2ccccc2)o1
-8% | -7% | -15% | COc1ccc(-c2[nH]nc3c2C(c2ccoc2)C(C#N)=C(N)O3)cc1 (stereo not drawn)
2% | -1% | 4% | COc1ccc(C2CC(=O)N(CCCN(C)CCc3ccc(OC)c(OC)c3)C2)cc1 (stereo not drawn)
10% | -18% | -5% | O=c1cc(CSc2nnnn2-c2ccccc2)nc2scc(-c3ccccc3)n12
2% | 3% | 6% | Cc1ccc(S(=O)(=O)N(C)CC(=O)NCc2ccncc2)cc1
· | 0% | -2% | COC(=O)c1ccccc1NC(=O)Cn1c(=O)n(CCC(=O)NCc2ccccc2OC)c(=O)c2ccccc21
-22% | -8% | 6% | COc1ccccc1N/C=C/c1onc(C)c1[N+](=O)[O-]
1% | 1% | 9% | Cc1nn(CC(=O)Nc2sc3c(c2C#N)CCC(C(C)(C)C)C3)c(C)c1[N+](=O)[O-] (stereo not drawn)
2% | -5% | -1% | COCCn1c(=O)[nH]c2cc(C(=O)N3CCN(c4ccccc4F)CC3)ccc2c1=O
· | 3% | -3% | Cc1cc(C)cc(NC(=O)CSc2nc(=O)n(CCN3CCOCC3)c3c2CCC3)c1
10µM* | -13% | -5% | COc1cc(C2C(C#N)=C(C)NC3=C2C(=O)CC(C)(C)C3)ccc1O (stereo not drawn)
-21% | -6% | 2% | COC(=O)c1ccc(CNC(=O)c2ccc(NS(=O)(=O)c3ccc4[nH]c(=O)[nH]c4c3)cc2)cc1
-5% | 0% | 8% | O=C(NCCCN1CCOCC1)c1cccnc1SCc1ccccc1Cl
-11% | ? | 10% | Nc1ccc(-c2nc3cc(N)ccc3n2CCO)cc1
0% | -1% | -6% | CCOC(=O)CSc1nc2ccc(S(=O)(=O)N3CCOCC3)cc2[nH]1
-1% | -10% | -5% | CC(C)C(=O)NC(=S)Nc1nnn(C)n1
-18%&1%&2% | 3%&-10% | ? | COc1cc(C(O)C(=O)O)ccc1O (stereo not drawn)
? | -6% | 0% | O=C(CSc1nc2ccccc2c(=O)n1CCCO)Nc1ccc2c(c1)OCCO2
-6% | -4% | -1% | Cc1ccsc1C(=O)OCC(=O)Nc1cccc(S(=O)(=O)N2CCOCC2)c1
11% | 0% | 0% | O=C(OCc1ccc(Cl)c(Cl)c1)c1ccccn1
2% | 2% | 2% | CCOc1ccc(Oc2ccccc2NC(=O)CSCC(=O)Nc2cc(C)on2)cc1
-2%[2.35 µM] | -7% | -4% | N#Cc1cc2cc3c(cc2nc1SCC(=O)OC1CCCCC1)OCO3
13% | -5% | ? | O=C(OCCN1C(=O)c2ccccc2C1=O)c1cc(=O)[nH]c2ccccc12
3% | -14% | -1% | Cc1ccc(S(=O)(=O)N2CCC(C(=O)OCC(=O)N(C)Cc3ccccc3)CC2)cc1C
-5% | 21% | 1% | COc1ccc(Cl)cc1C(=O)Nc1ccc(CN2CCCCC2)cc1

Entries of single compounds as entered above:
Results for `COC(=O)c1ccc(CNC(=O)c2ccc(NS(=O)(=O)c3ccc4[nH]c(=O)[nH]c4c3)cc2)cc1` → N370S GC: -21%; GCN5L2 inh: -6%; FEN1 inhibitor: 2%
Results for `CCN(CC)CCn1c(=N)n(CC(O)COc2ccccc2)c2ccccc21` (stereo not drawn) → N370S GC: 2%; GCN5L2 inh: 15%; FEN1 inhibitor: -1%

The listing continues.
N370S GC | GCN5L2 inh | FEN1 inhibitor | Structure
· | 0% | -6% | Cc1cc(C)cc(NC(=O)c2cc(S(=O)(=O)N3CCCCC3)c[nH]2)c1
-1% | -2% | 3% | COC(=O)c1[nH]c2cccc(C)c2c1NC(=O)CN1CCN(c2ccccc2OC)CC1
2% | 1% | 8% | O=C(NCCN1CCOC1=O)C1CCC(=O)N(CCc2ccc(Cl)cc2)C1 (stereo not drawn)
4% | -5%[0.501 µM] | -7% | Cc1cc(C)n(CC(O)Cn2c3ccc(Br)cc3c3cc(Br)ccc32)c(=O)n1 (stereo not drawn)
6% | -16% | -6% | COCCn1c(SCC(=O)Nc2ccc(NC(C)=O)cc2)nc2ccccc2c1=O
2% | 44%[activator] | -5% | CC(=O)c1c(N=CN(C)C)nc(C)nc1-c1ccccc1
-6% | 0% | 9% | CCN(CC)S(=O)(=O)c1ccc(C)c(NC(=O)CNc2cccc(S(=O)(=O)N3CCOCC3)c2)c1
-2% | -2% | -2% | COc1ccc(OC)c(CCNC(=O)C(=O)Nc2ccc3nc4n(c(=O)c3c2)CCCCC4)c1
-12% | 4% | -4% | CCS(=O)(=O)n1nc(C(=O)N2CCOCC2)nc1N
1% | -7% | 14% | COc1ccc(OC)c(S(=O)(=O)N2CCC3(CC2)OCCN3S(=O)(=O)c2ccccc2)c1
-4% | -2% | 5% | CCCNC(=O)CN(CCc1ccccc1)S(C)(=O)=O
· | -15% | 15% | CCc1c(C)sc2c1CCN(C(=O)Nc1ccc(F)c(Cl)c1)C2c1ccc(F)cc1 (stereo not drawn)
? | ? | -2% | CN1CCN(c2nc(-c3cccs3)cc(C(F)(F)F)n2)CC1
-8% | -8% | 6% | CC(/C=N/NC(=O)c1ccco1)=C\c1ccccc1
7% | 1% | -12% | Cc1nc(SCC(=O)NCc2ccc(F)cc2)c2c(=O)n(C)c(=O)n(C)c2n1
-9% | -11% | 0% | O=C(O)CCc1ccc(-c2ccc(Br)cc2)n1CC(=O)O

Structural class: the compounds so far containing bromine (three)
N370S GC | GCN5L2 inh | FEN1 inhibitor | Structure
· | -3% | -7% | CCN(c1ccccc1)c1nnc(NC(=O)Nc2ccc(Br)cc2F)s1
4% | -5%[0.501 µM] | -7% | Cc1cc(C)n(CC(O)Cn2c3ccc(Br)cc3c3cc(Br)ccc32)c(=O)n1 (stereo not drawn)
-9% | -11% | 0% | O=C(O)CCc1ccc(-c2ccc(Br)cc2)n1CC(=O)O

Additional entries follow.
N370S GC | GCN5L2 inh | FEN1 inhibitor | Structure
· | 1% | -16% | C[C@@H]1CN([C@@H](C)CO)C(=O)c2cc(NC(=O)CCC(F)(F)F)ccc2O[C@H]1CN(C)S(=O)(=O)c1ccc(Cl)cc1
-2% | 0% | -5% | COc1ccccc1NC(=O)c1ccc(NC(=O)CSc2ncccn2)cc1
15% | ? | 1% | CC(C)CC(NC(=O)C(CC(C)C)NC(=O)C(Cc1ccc(OCc2ccccc2)cc1)NC(=O)OC(C)(C)C)C(N)=O (stereo not drawn)
-11% | 0% | 12% | CCn1c(=O)c(C(=O)CN2CCN(Cc3ccc4c(c3)OCO4)CC2)c(N)n(Cc2ccccc2)c1=O
· | -1% | -2% | COc1ccc(CCC(=O)NCc2ccc3c(c2)CCN3C(=O)c2ccccc2)cc1
-2% | -24% | 3% | CCCC(CCC)C(=O)Nc1ccncc1
-2% | 1% | -2% | COCCNC(=O)c1cccc(OC2CCN(Cc3ccc(F)cc3OC)CC2)c1
-11% | 1% | 1% | COc1ccccc1C(=O)NNC(=O)CCC(=O)NCc1ccccc1
· | -20% | 8% | COc1ccc(NS(=O)(=O)c2cc([N+](=O)[O-])ccc2NN=Cc2ccccc2OCC(=O)O)cc1
· | 1% | 4% | CCOc1ccc(/C=C/c2nc(C#N)c(N3CCN(c4ccc(OC)cc4)CC3)o2)cc1
12% | -1% | -1% | Cc1ccc(NC(=O)CCC(=O)NNC(=O)NC2CCCCC2)c(C)c1
-1% | -4% | -7% | COc1ccc(Oc2nc3ccccc3n(C)c2=O)cc1
3% | -1% | -3% | COc1ccccc1CC(=O)N(CCC#N)CCC#N
1% | -7% | -16% | CCOC(=O)[C@H]1[C@H]2COc3ccc(C)cc3[C@@H]2N2C(=O)c3ccccc3NC(=O)[C@@]12C
· | 20% | 13% | CCc1ccc(-n2c(=O)c3cccnc3n2CC(=O)NCc2ccccc2)cc1
-7% | -3% | -19% | CCN(c1ccccc1)S(=O)(=O)c1ccc(OCc2c(C)noc2C)cc1
-10% | -3% | -9% | O=C(O)c1ccccc1C(=O)Nc1ccc(-n2nc(C(F)(F)F)cc2C(F)(F)F)cc1
-22% | 1% | 6% | Cc1ccc(CCC(=O)Nc2cc(Cl)ccc2Cl)o1
? | 3% | -6%&-30% | O=S1(=O)CCOC[C@H](CC2CCCCC2)N1Cc1cccc(Cl)c1
1% | 0% | -8% | O=C1CC(CC(=O)N/N=C/c2ccccc2[N+](=O)[O-])=NN1
4% | 1% | -15% | CCOC(=O)C1=C(O)C(=O)N(c2ccc(S(N)(=O)=O)cc2)C1c1ccc([N+](=O)[O-])cc1 (stereo not drawn)
1% | -11%&1% | -14%&-1% | COc1ccccc1CNC(=O)CS(=O)Cc1nc(-c2ccc(OC)c(OC)c2)oc1C (stereo not drawn)
28% | -6% | -7% | O=C(COC(=O)c1ccc2ncsc2c1)NC(=O)NCc1ccccc1
25% | -9% | -8% | COc1ccc(OC)c(-c2cn(S(=O)(=O)c3ccccc3)nc2N)c1
2% | -10% | 22% | O=[N+]([O-])c1ccc(CP(=O)(c2ccccc2)c2ccccc2)cc1
-4% | -4% | -4% | Nn1c(SCC(=O)Nc2cc(C(F)(F)F)ccc2Cl)nncc1=O
-11% | -4% | -1% | Cc1cc(OCC(O)CN2CCN(CCO)CC2)ccc1C(C)C (stereo not drawn)
2% | -10% | 7% | NC1=NC[C@@H](Cc2ccc(O)cc2)N1CC1CCCCC1
-1% | 1% | -2% | CCOC(=O)c1cnn(CCOC(=O)c2ccccc2)c1NC(=O)c1ccccc1
-14% | -4% | 2% | O=C(Nc1ccc(C(=O)c2ccc(C(=O)O)c(C(=O)O)c2)cc1)c1ccccc1
-9% | -3% | 14% | COc1ccc(NC(=O)C(=O)NNC(=O)COc2ccc(Cl)cc2)c(OC)c1
-3% | 2% | 1% | CC(C)CN(C(=O)CN1CCN(S(=O)(=O)c2ccc3ccccc3c2)CC1)c1c(N)n(CC(C)C)c(=O)[nH]c1=O
5% | 0% | 10% | Cc1cc(Br)ccc1-n1[nH]c(C)c(C=Nc2cccc3nsnc23)c1=O
-9% | 6% | 0% | O=C1CCC(=O)N1c1ccc(NC2CCN(Cc3ccccc3)CC2)c([N+](=O)[O-])c1
8% | -12% | -8% | O=S(=O)(c1ccc(NC(=S)NC2CCCC2)cc1)N1CCCC1
-2% | -2% | 1% | CN(C)C(CNc1ncccn1)c1ccccc1 (stereo not drawn)
26% | -3% | 5% | O=C(OCC1CC(c2ccccn2)=NO1)c1ccc(Br)cc1 (stereo not drawn)
· | -10% | 4% | Cc1cc(C)cc(-n2c(SCC(=O)NCC3CCCO3)nc3c([nH]c4ccccc43)c2=O)c1 (stereo not drawn)
1% | -9% | -9% | Cc1cccc(NC(=O)Cn2cc(C=O)c3ccccc32)c1
5% | 1% | -6% | CC(C)=CC(=O)Nc1ccccc1Br
-3% | 0% | -2% | O=C(COC(=O)CNC(=O)c1ccccc1)Nc1ccccc1Cl
